influenza NS1A – H1N1 influenza NS1A inhibitors, functional cell based assay (AID 504329); NS1A functional cell-based assay, percent inhibition; higher % means a stronger effect; 0.3% of 340,000 active; inhibition, % at 12.5 µM; hits with a dose series show IC50 in µM; in the data active = a potency from the dose series; inconclusive = inhibition above about 27% without an active follow-up result; also: strong numbers were not always called active
M. tuberculosis HTS – M. tuberculosis growth inhibition, HTS (AID 449762); M. tuberculosis H37Rv growth inhibition, 7H9 media; higher % means a stronger effect; one-dose inhibition, % at 25 µM; IC50 in µM for titrated hits; 0.59% of 330,000 active; in the data active = a potency from the dose series; inconclusive = inhibition above about 70% without an active follow-up result;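 also: bacterial growth assessed after seven days of incubation; strong numbers were not always called active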
Salmonella PhoP GFP – PhoP regulon inhibitors, Salmonella typhi PhoP promoter GFP reporter, confirmatory (AID 1850) | one-dose inhibition, % at 50 µM; IC50 in µM for titrated hits | Salmonella Typhi PhoP-promoter GFP reporter, fluorescence, 4 h; higher % means a stronger effect | 0.33% of 310,000 active; in the data active = a potency from the dose series; inconclusive = inhibition mostly from about 25% at the one dose, without a potency; inactive = the rest, 99 in 100 with inhibition below about 19%;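 also: 0% = induced wells with vehicle and 100% = uninduced wells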
VEEV TC-83 Vero – inhibitors of VEEV TC-83 cytopathic effect, confirmation, Vero cells (AID 588727); inhibition, % at 20 µM, or IC50 in µM where a hit was titrated; Vero cells, VEEV TC-83 cytopathic effect inhibition; higher % means a stronger effect; 0.13% of 350,000 active; in the data active = a potency from the dose series; inconclusive = inhibition mostly from about 14% at the one dose, without a potency; inactive = the rest, 99 in 100 with inhibition below about 12%; also: strong numbers were not always called active
tuberculosis growth – growth inhibition of non-replicating M. tuberculosis (AID 488890); Mycobacterium tuberculosis non-replicating, growth inhibition; higher % means a stronger effect; one-dose inhibition, % at 25 µM; IC50 in µM for titrated hits; 0.39% of 320,000 active; in the data active = a potency from the dose series; inconclusive = inhibition mostly from about 82% at the one dose, without a potency; inactive = the rest, 99 in 100 with inhibition below about 76%;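 also: plate controls were DMSO cells for no effect and high antibiotic wells for full effect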
VEEV TC-83 Vero 10K pilot screen – second read-out of VEEV TC-83 Vero, no call of its own (marks repeat the call); inhibition, %; measured here: 10K pilot screen inhibition
* marks the source's active call; other numbers are inactive results; i = inactive; ? = inconclusive; . = no result given.

SMILES	influenza NS1A	M. tuberculosis HTS	Salmonella PhoP GFP	VEEV TC-83 Vero	tuberculosis growth	others
CCN1N=C(c2cc(Cl)sc2Cl)CSC1=O	12%	-9%	1%	0.4%	11%
COc1ccc(S(=O)(=O)Nc2cccc3c2O[C@H](CN(C)Cc2ccncc2)[C@@H](C)CN([C@H](C)CO)C3=O)cc1	0%	-3%	.	0.5%	-3%
N=C1/C(=C/c2cccn2Cc2ccc(Cl)cc2)C(=O)N=C2SC=CN12	12%	-1%	-4%	1.8%	-5%
COc1cc2c(cc1OC)C(c1ccc([N+](=O)[O-])cc1)NCC2 (centres undefined)	-5%	2%	7%	0.6%	-2%
O=C(NCc1ccc2c(c1)OCO2)c1ccc(Cl)s1	-1%	3%	14%	0.9%	1.7µM*
Cc1ccc(S(=O)(=O)N2CCCCC2C)cc1[N+](=O)[O-] (centres undefined)	3%	3%	11%	1.4%	-6%
Cc1ccccc1N(C(=O)Cc1cccs1)C(C(=O)NCC1CCCO1)c1cccnc1 (centres undefined)	-11%	-1%	9%	0.2%	-5%
CC1CCCCN1C(=O)C12CCC(C)(/C(=N/O)C1)C2(C)C (centres undefined)	2%	-8%	-11%	1.5%	11%
CC(=O)OC[C@H]1O[C@@H](O[C@H]2C[C@]3(C)C(C[C@@H](O)C4C([C@]5(C)CC[C@@H](C(C)(C)O)O5)CC[C@]43C)[C@@]3(C)CC[C@H](O)C(C)(C)C23)[C@H](O[C@@H]2O[C@@H](C)[C@H](O)[C@@H](O)[C@H]2O)[C@@H](O)[C@@H]1O (some centres undefined)	-7%	-2%	.	i	10%	VEEV TC-83 Vero 10K pilot screen=1.6
CCOc1ccc(N2C(=O)CNC2=S)cc1	-8%	1%	-8%	i	28%
O=C(O)c1ccc(NC(=S)NC(=O)c2ccc(-c3ccc(Br)cc3)o2)cc1	-3%	?	-17%	0.9%	50%
Cc1cc(Nc2ccc([N+](=O)[O-])cc2)nc2ccccc12	8%	6%	-13%	0.0%	11%
COc1cc(-n2c(=S)[nH]c3ccccc3c2=O)c(Cl)cc1Cl	-5%	0%	-1%	1.1%	23%
COc1cccc(-c2[nH]nc3c2C(c2ccoc2)C(C#N)=C(N)O3)c1 (centres undefined)	-1%	-6%	2%	4.3%	-1%
CCCOC(=O)Nc1cccc(C(C)=O)c1	3%	-9%	-14%	2.8%	43%	VEEV TC-83 Vero 10K pilot screen=0.8
COc1ccc(CC(=O)Nc2cc(C)ccn2)cc1OC	-7%	11%	-11%	1.7%	41%
COc1cc(OC)cc(C(=O)O/N=C(\N)c2ccncc2)c1	2%	8%	9%	3.3%	2%
Cc1cccc(C(=O)NNC(=O)c2ccccc2C)c1	5%	3%	-10%	i	-6%
COc1ccc(C2C(C(=O)c3ccco3)=C(O)C(=O)N2c2nnc(C)s2)cc1OC (centres undefined)	-8%	7%	1%	1.4%	-4%
O=C(NC1=NCCS1)c1ccc(Cl)c(S(=O)(=O)N2CCCCCC2)c1	15%	-2%	0%	7.1%	9%
CC1(C)Cc2nc3sc4c(SCC(=O)NCc5ccccc5)ncnc4c3cc2CO1	4%	-5%	3%	i	13%
COc1ccc(-c2noc(CCC(=O)NCCc3cccc(C)c3)n2)cc1	11%	11%	-7%	i	5%
CC(/C=C/c1ccccc1)=N\NC(=O)Cn1nc(C)cc1C	34%	-6%	-16%	i	7%
CCc1[nH]nc(C(=O)N2CCCC(N3CCN(c4ccccc4C)CC3)C2)c1C (centres undefined)	-5%	11%	-4%	1.2%	24%
CCOCCOCCC(C(=O)O)P(=O)(c1ccccc1)c1ccccc1 (centres undefined)	3%	-3%	-5%	6.3%	-16%
OCC[C@H]1C[C@@H](O)[C@H](O)[C@@]2(CCCc3ccccc3O2)O1	6%	-4%	0%	0.1%	-11%	VEEV TC-83 Vero 10K pilot screen=0.1
FC(F)(F)c1ccccc1NC(=S)Nc1cccc2cnccc12	3%	.	.	4.0%	.
COc1cc(/C=C(\C#N)C(=O)N2CCCCC2)ccc1O	-9%	-6%	-3%	1.2%	30%
O=C(Nc1ccc(Cl)cc1)NN1CC(=O)N(c2cccc(C(F)(F)F)c2)CC1=O	-16%	10%	0%	0.7%	-1%
O=C(CCN1C(=O)/C(=C/c2ccccc2Cl)SC1=S)NN1CCOCC1	6%	5%	-13%	1.8%	-13%
O=C(NCCc1ccc(Cl)cc1)c1cccc(NC2=NC3CS(=O)(=O)CC3S2)c1 (centres undefined)	4%	-6%	-11%	1.7%	-6%	VEEV TC-83 Vero 10K pilot screen=1.0
COCCNC(=O)c1onc(CSc2ccccc2F)c1C(=O)O	-3%	14%	14%	i	-6%
O=[N+]([O-])c1cc(Br)c(O)c(/C=N/Nc2nnnn2-c2cccc3ccccc23)c1	4%	-11%	16%	i	27%
COc1ccc(-n2cnnc2SCC(=O)Nc2cc(C(C)(C)C)nn2-c2ccccc2)cc1	2%	-5%	3%	0.6%	7%
C/C(Cn1cnc([N+](=O)[O-])n1)=N\NC(=O)c1ccccc1	-3%	1%	5%	1.3%	29%
O=C(NCc1ccco1)c1cccc2c1C(=O)c1ccc(/C=C/c3ccccc3)cc1S2(=O)=O	1%	3%	.	0.8%	15%
Cc1ccccc1NC(=O)c1cccc(S(=O)(=O)N2CCCCC2)c1	-1%	3%	7%	1.3%	-4%
NC(=O)CC(NC(=O)c1ccccc1)c1ccc(NC2CCC2)c([N+](=O)[O-])c1 (centres undefined)	-2%	3%	-24%	i	3%
Cc1[nH]nc2ncc(C(=O)c3cc(F)ccc3O)cc12	-11%	1%	0%	5.9%	-4%
CCOc1ccccc1OCC(=O)OCC(=O)Nc1ncc(Cl)cc1Cl	-4%	5%	16%	i	-5%
CCOC(=O)c1ccc(N2C(=O)Cc3ccccc3C2=O)cc1	6%	?	11%	0.5%	0%
Cc1ccc(C(O)Cn2nc(C)cc2C)cc1 (centres undefined)	0%	5%	-31%	0.8%	-4%	VEEV TC-83 Vero 10K pilot screen=0.4

A draw from above in order of SMILES length, falling.
SMILES	influenza NS1A	M. tuberculosis HTS	Salmonella PhoP GFP	VEEV TC-83 Vero	tuberculosis growth	others
O=[N+]([O-])c1cc(Br)c(O)c(/C=N/Nc2nnnn2-c2cccc3ccccc23)c1	4%	-11%	16%	i	27%
COCCNC(=O)c1onc(CSc2ccccc2F)c1C(=O)O	-3%	14%	14%	i	-6%
Cc1ccc(C(O)Cn2nc(C)cc2C)cc1 (centres undefined)	0%	5%	-31%	0.8%	-4%	VEEV TC-83 Vero 10K pilot screen=0.4

20 compounds already listed, sorted by heavy-atom count, falling.
SMILES	influenza NS1A	M. tuberculosis HTS	Salmonella PhoP GFP	VEEV TC-83 Vero	tuberculosis growth	others
CC(=O)OC[C@H]1O[C@@H](O[C@H]2C[C@]3(C)C(C[C@@H](O)C4C([C@]5(C)CC[C@@H](C(C)(C)O)O5)CC[C@]43C)[C@@]3(C)CC[C@H](O)C(C)(C)C23)[C@H](O[C@@H]2O[C@@H](C)[C@H](O)[C@@H](O)[C@H]2O)[C@@H](O)[C@@H]1O (some centres undefined)	-7%	-2%	.	i	10%	VEEV TC-83 Vero 10K pilot screen=1.6
COc1ccc(S(=O)(=O)Nc2cccc3c2O[C@H](CN(C)Cc2ccncc2)[C@@H](C)CN([C@H](C)CO)C3=O)cc1	0%	-3%	.	0.5%	-3%
O=C(NCc1ccco1)c1cccc2c1C(=O)c1ccc(/C=C/c3ccccc3)cc1S2(=O)=O	1%	3%	.	0.8%	15%
COc1ccc(-n2cnnc2SCC(=O)Nc2cc(C(C)(C)C)nn2-c2ccccc2)cc1	2%	-5%	3%	0.6%	7%
Cc1ccccc1N(C(=O)Cc1cccs1)C(C(=O)NCC1CCCO1)c1cccnc1 (centres undefined)	-11%	-1%	9%	0.2%	-5%
CC1(C)Cc2nc3sc4c(SCC(=O)NCc5ccccc5)ncnc4c3cc2CO1	4%	-5%	3%	i	13%
COc1ccc(C2C(C(=O)c3ccco3)=C(O)C(=O)N2c2nnc(C)s2)cc1OC (centres undefined)	-8%	7%	1%	1.4%	-4%
O=C(NCCc1ccc(Cl)cc1)c1cccc(NC2=NC3CS(=O)(=O)CC3S2)c1 (centres undefined)	4%	-6%	-11%	1.7%	-6%	VEEV TC-83 Vero 10K pilot screen=1.0
NC(=O)CC(NC(=O)c1ccccc1)c1ccc(NC2CCC2)c([N+](=O)[O-])c1 (centres undefined)	-2%	3%	-24%	i	3%
COc1ccc(-c2noc(CCC(=O)NCCc3cccc(C)c3)n2)cc1	11%	11%	-7%	i	5%
CCOc1ccccc1OCC(=O)OCC(=O)Nc1ncc(Cl)cc1Cl	-4%	5%	16%	i	-5%
O=C(NC1=NCCS1)c1ccc(Cl)c(S(=O)(=O)N2CCCCCC2)c1	15%	-2%	0%	7.1%	9%
COCCNC(=O)c1onc(CSc2ccccc2F)c1C(=O)O	-3%	14%	14%	i	-6%
CCOC(=O)c1ccc(N2C(=O)Cc3ccccc3C2=O)cc1	6%	?	11%	0.5%	0%
COc1cc(OC)cc(C(=O)O/N=C(\N)c2ccncc2)c1	2%	8%	9%	3.3%	2%
COc1ccc(CC(=O)Nc2cc(C)ccn2)cc1OC	-7%	11%	-11%	1.7%	41%
Cc1[nH]nc2ncc(C(=O)c3cc(F)ccc3O)cc12	-11%	1%	0%	5.9%	-4%
O=C(NCc1ccc2c(c1)OCO2)c1ccc(Cl)s1	-1%	3%	14%	0.9%	1.7µM*
Cc1ccc(C(O)Cn2nc(C)cc2C)cc1 (centres undefined)	0%	5%	-31%	0.8%	-4%	VEEV TC-83 Vero 10K pilot screen=0.4
CCCOC(=O)Nc1cccc(C(C)=O)c1	3%	-9%	-14%	2.8%	43%	VEEV TC-83 Vero 10K pilot screen=0.8
